Compound activity as filed in PubChem.
hcDAF-12 act: activators of H. contortus DAF-12 nuclear receptor | HEK293 hcDAF-12 lit1-tk-luc reporter, luminescence; 0% DMSO, 100% Δ7-dafachronic acid | activation, % at 6.8 µM | 1.4% of 370,000 active;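 active = activation above the mean of all tested compounds plus 3 SD, cut at about 5.5% in these data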;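 note: 100% = response to 3 µM Δ7-dafachronic acid high control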
GC-A act: GC-A (human) enzyme activation. P16066. HEK293 GC-A cells, cGMP TR-FRET, EC30 ANP; 0% at EC30 ANP, 100% saturating ANP. activation, % at 10 µM. 0.14% of 370,000 active. AID 1671463; in the data active = activation above about 40%
SMARCA2 act: activators of SMARCA2 function. MG213 cells, MMTV-luciferase reporter, dexamethasone, overnight. activation, % at 9.1 µM. AID 652017. 1% of 370,000 active; in the data active = activation above about 7.8%;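 note: 0% = vehicle wells and 100% = reference activator wells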
sPLA2-III inh: Blocks human group III sPLA2 activity; Q9NZ20; QFRET BODIPY PC-A2 liposome hydrolysis, fluorescence; inhibition, % at 12.2 µM; 0.56% of 370,000 active; AID 743126;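 active = inhibition above mean plus 3 SD of compounds lying within the high and low control bounds, cut at about 19% in these data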;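 note: 0% = median of test compound wells and 100% = no enzyme DMSO wells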
Target sequence (Q9NZ20 whole entry, looked up): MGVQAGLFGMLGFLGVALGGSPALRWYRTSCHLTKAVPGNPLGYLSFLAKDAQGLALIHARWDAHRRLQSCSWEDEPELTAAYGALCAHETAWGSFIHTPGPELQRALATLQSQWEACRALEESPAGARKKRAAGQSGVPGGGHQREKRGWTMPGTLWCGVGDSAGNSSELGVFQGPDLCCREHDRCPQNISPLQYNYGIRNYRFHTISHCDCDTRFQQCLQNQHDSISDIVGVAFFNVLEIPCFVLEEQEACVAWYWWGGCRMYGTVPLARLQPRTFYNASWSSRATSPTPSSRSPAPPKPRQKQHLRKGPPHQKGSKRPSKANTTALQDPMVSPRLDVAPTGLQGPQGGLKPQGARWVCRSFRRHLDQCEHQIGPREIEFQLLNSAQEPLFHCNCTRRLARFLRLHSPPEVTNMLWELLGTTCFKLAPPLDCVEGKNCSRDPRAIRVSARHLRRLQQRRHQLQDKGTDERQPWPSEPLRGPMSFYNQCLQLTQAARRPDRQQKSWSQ
NPR2 activator: GC-B (human) receptor activation | P20594 | HEK293-GC-B cells, CNP EC30, cGMP TR-FRET; 0% at EC30 CNP, 100% saturating CNP | activation, % at 10 µM | 0.11% of 370,000 active;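 active = activation at 10 µM reaching about 35% in either raw or pattern-adjusted values, limit read from the data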
hgDAF12 agonist: activates the H. glycines DAF-12 receptor ligand-binding domain. activation, % at 6.8 µM. AID 687014. 1.8% of 370,000 active. HEK293 GAL4-hgDAF12 UAS-luciferase reporter, agonist luminescence; normalized to butyrate control;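 active = activation above a cutoff set at the mean of all screened compounds plus 3 SD, cut at about 10% in these data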;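 note: 0% = DMSO wells and 100% = sodium butyrate wells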
FXN GAA850 act: activators of GAA850 frataxin (FXN) promoter | 0.56% of 360,000 active | AID 540364 | HEK293 lucGAA850 FXN promoter luciferase reporter, 24 h; percent of 10 µM SAHA response | activation, % at 6 µM;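 active = activation above the average of all compounds screened plus 3 SD, cutoff fixed separately per campaign, cut at about 7.5% in these data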;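 note: 0% = DMSO wells and 100% = 10 µM SAHA wells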
DAX1 inh-1: NR0B1 (DAX1) inhibition; AID 504766; P51843; inhibition, % at 6.75 µM; HEK293 Gal4-DAX1 luciferase reporter, luminescence; 0.99% of 340,000 active;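 active = inhibition above the mean over all tested compounds plus 3 SD, cut at about 4.2% in these data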;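 note: 0% = DAX1-transfected cells with DMSO and 100% = empty-vector control cells with DMSO; inhibition shows as a rise in luminescence from relieved DAX1 repression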
ADAM10 inh: ADAM10 inhibition, QFRET primary screen; AID 720582; 0.62% of 370,000 active; recombinant ADAM10, EDANS/DABCYL FRET peptide cleavage, 3 h; O14672; inhibition, % at 7 µM;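 active = inhibition above a per-campaign cutoff equal to the mean of compounds falling between control-based bounds plus 3 SD, cut at about 20% in these data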;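 note: 0% = DMSO wells while the 100% control is not disclosed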
Target sequence (O14672 214-748 limits assumed): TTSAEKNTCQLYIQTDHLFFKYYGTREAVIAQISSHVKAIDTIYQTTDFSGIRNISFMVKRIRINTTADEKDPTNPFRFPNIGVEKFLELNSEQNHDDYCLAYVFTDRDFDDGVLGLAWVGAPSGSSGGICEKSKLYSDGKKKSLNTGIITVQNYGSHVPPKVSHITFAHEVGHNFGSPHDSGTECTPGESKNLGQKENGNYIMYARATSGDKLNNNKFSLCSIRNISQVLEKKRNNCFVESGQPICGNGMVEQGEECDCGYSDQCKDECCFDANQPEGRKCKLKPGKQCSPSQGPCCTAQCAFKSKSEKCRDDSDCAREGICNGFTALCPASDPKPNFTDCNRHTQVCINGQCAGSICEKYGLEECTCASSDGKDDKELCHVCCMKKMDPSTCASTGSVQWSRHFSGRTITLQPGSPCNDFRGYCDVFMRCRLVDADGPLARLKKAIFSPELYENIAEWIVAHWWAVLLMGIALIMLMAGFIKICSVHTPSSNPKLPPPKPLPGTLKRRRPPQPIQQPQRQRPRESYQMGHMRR
DAX1 inh-2: DAX1 (NR0B1) inhibition, primary screen | AID 652010 | HEK293T StAR-luciferase reporter, SF-1/DAX-1 repression relief | inhibition, % at 6.8 µM | 1.1% of 370,000 active;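 active = inhibition above the mean over all tested compounds plus 3 SD, cut at about 3.6% in these data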;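 note: 0% = DAX-1 cells with DMSO and 100% = cells lacking DAX-1 with DMSO; higher inhibition means more luminescence from relief of DAX-1 repression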
ssDAF12 agonist: S. stercoralis DAF-12 activation, primary screen; AID 652126; 1% of 370,000 active; HEK293 ssDAF-12/GRIP1 lit1-tk-luc reporter, luminescence; % of 3 µM dafachronic acid response; activation, % at 6.8 µM;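 active = activation above the mean over all tested compounds plus 3 SD, cut at about 0.9% in these data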;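 note: 0% = DMSO-only wells and 100% = 3 µM delta7-dafachronic acid wells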
An asterisk follows results filed as active; i = inactive; x = not tested or not shown.

SMILES	hcDAF-12 act	GC-A act	SMARCA2 act	sPLA2-III inh	NPR2 activator	hgDAF12 agonist	FXN GAA850 act	DAX1 inh-1	ADAM10 inh	DAX1 inh-2	ssDAF12 agonist
CCC(C(=O)Nc1ccc(C(C)C)cc1)c1ccccc1 (configuration not stated)	-1.2	-3	-1	-11	-22	3.4	4.5	1.6	6	0.0	-0.4
N=C1c2ccccc2CN1NC(=O)c1cccc(S(=O)(=O)N2CCCC2)c1	-0.6	-3	0	-1	3	3.7	0.0	-0.2	4	0.4	-0.7
COc1ccccc1C(NC(C)=O)c1c(O)ccc2ccc(O)cc12 (configuration not stated)	-1.9	3	-4	-8	0	1.4	-1.3	-0.8	-27	-0.4	0.2
COc1ccc(C)cc1S(=O)(=O)N(C)CC(=O)N1CCC(C(N)=O)CC1	0.8	1	2	0	2	-0.6	-0.9	2.9	-3	0.5	-1.5
COc1ccc(N(C)S(=O)(=O)c2c(C)[nH]c(=O)[nH]c2=O)cc1	1.0	1	-1	1	6	0.7	-1.7	0.8	1	0.4	-1.5
FC(F)C(F)(F)Oc1cccc(Nc2nccn3c(-c4cc(C(F)(F)F)cc(C(F)(F)F)c4)cnc23)c1	1.4	2	-1	-2	-2	-0.7	-0.1	x	-16	0.2	-1.1
CC(C)(C)c1ccc(CC(=O)N2CCC2(C)C(=O)NCc2ccc(Cl)cc2)cc1 (configuration not stated)	-1.6	-5	-2	-13	-4	-1.8	0.7	x	-1	-1.0	-1.9
COc1ccccc1N(C)S(=O)(=O)c1ccc(C(=O)NCCCN2CCCC2=O)cc1	0.8	3	-2	12	3	-0.2	1.8	-0.4	-13	0.8	-1.6
O=C(OCc1c(F)cccc1Cl)c1cnccn1	-1.8	-2	1	5	5	0.5	-1.1	-0.5	0	-0.2	-0.8
Cc1ccc(NC(=O)c2cc3ccccc3cc2O)cc1	10*	11	-3	-67	-1	9.9	3.9	4.5*	14	1.3	0.8
COc1cccc(OCC(=O)O/N=C(\N)c2ccc(OC)c(OC)c2)c1	-0.5	-3	-3	-22	-3	2.0	3.5	-0.8	15	-0.5	-0.7
COc1ccc(Nc2ncnc3c2oc2ccccc23)cc1	5.5	2	6	-1	1	12*	4.0	1.9	-5	1.5	-0.2
Cc1ccc(NC(=S)N/N=C/c2ccc(OCCC(C)C)cc2)c(C)c1	-0.2	-3	-1	-12	-1	-1.5	1.5	0.9	13	0.7	-1.2
COc1ccc(Cl)cc1-c1nc(-c2ccc(NC(=O)c3ccncc3)cc2)no1	-2.7	-2	6	6	1	0.5	-1.2	0.6	12	0.9	-0.5
CCOc1cc(C=O)ccc1OCC(=O)N1CCCC1	-0.7	-3	-5	7	1	1.4	0.0	3.8	-15	0.0	-1.7
C=CCNC(=O)CSc1nnc(C(CC)N(C)C)n1C1CCCCC1 (configuration not stated)	0.5	0	-2	16	0	-0.8	0.0	1.6	-1	0.1	-1.4
COC(=O)c1ccc(C(=O)OC)c(NC(=S)N2CCN(c3cccc(Cl)c3)CC2)c1	-1.6	-7	11*	0	-4	-0.4	0.5	0.3	-491	0.7	-0.9
O=C(c1cc2c(s1)-c1ccccc1OC2)N1CCCC1	2.3	1	3	-4	5	10	0.0	1.2	i	2.8	-0.3
COc1ccc(OC)c(C2Nc3nc4ccccc4n3C(C)=C2C(=O)Nc2ccc(C)cc2C)c1 (configuration not stated)	-0.1	-28	-2	-4	-14	0.6	-7.2	-0.3	1	-0.3	-0.3
CCOc1ccc(N(CC(=O)Nc2ccccc2C(=O)NC(C)CC)S(C)(=O)=O)cc1 (configuration not stated)	2.5	1	-2	4	3	-0.8	2.5	1.1	-4	2.6	0.7
CCOC(=O)C1(Cc2cccc(OC)c2)CCN(CC(O)CO)CC1 (configuration not stated)	-0.5	-2	-1	8	-4	1.6	-0.6	3.6	-4	0.1	-1.7
CCCNC(=O)c1onc(CSc2ccc(Cl)cc2)c1C(=O)NCCOC	-1.4	-3	-1	3	-5	1.9	-0.9	-1.1	12	0.0	-1.4
CCN(CC(=O)Nc1ccc(C)c(F)c1)CC(=O)NC(C)(C)C	0.2	1	2	-5	-6	-0.6	0.3	-0.3	1	-0.2	-0.9
CCCn1c(SCC(=O)N2CCN(CC)CC2)nc2c1c(=O)n(C)c(=O)n2C	-1.1	4	-3	0	0	0.2	1.6	0.3	-3	0.0	-0.7
COc1ccc(OC)c(/C(O)=C/C(=O)C(=O)Nc2cc(C)cc(C)c2)c1	0.8	-3	-2	-10	0	1.4	-3.4	1.7	-16	0.5	-0.3
Cc1ccc(NCC(=O)Nc2ccc(F)c(Cl)c2)cc1S(=O)(=O)N1CCOCC1	-1.5	0	-4	-9	0	-3.4	-2.4	-1.5	3	-1.9	-1.5
COc1ccc(CCNC(=O)C2CCN(C(=O)c3ccc([N+](=O)[O-])cc3)CC2)cc1	0.4	-1	1	0	-3	-1.9	0.6	-1.7	-4	-0.2	-2.1
C/C(=C/c1ccccc1)C(=O)N1CCN(c2ccccc2)CC1	1.4	0	-3	5	1	2.7	1.3	2.8	2	0.4	-1.6
O=C(Cc1ccccc1)Nc1ccc2c(c1)OC1(CCCC1)O2	1.1	4	6	7	8	14*	2.4	0.5	-12	3.5	0.0
Cc1cccc(OCc2nnc(SCC(=O)N3CC(=O)Nc4ccccc43)o2)c1	-1.7	0	-5	-2	-3	-1.9	0.3	0.3	-11	0.3	-1.6
O=C(CSc1ncccn1)NC(=O)NC1CCCC1	-0.6	0	-1	1	9	4.0	2.3	0.6	-9	0.2	-1.2
COc1ccc(N2CCN(C(=O)C3CCCN(S(=O)(=O)c4ccc5c(c4)oc(=O)n5C)C3)CC2)cc1 (configuration not stated)	-1.1	-1	-2	3	5	0.9	0.2	-0.2	-12	-2.6	-1.3
Cc1ccc(C(O)c2ncc(-c3ccccc3F)[nH]2)cc1F (configuration not stated)	0.2	0	-3	2	0	4.4	1.6	x	-2	-0.2	-1.6
Cn1c(Cn2c(=O)sc3ccccc32)nnc1SCC(=O)NCc1ccccc1	2.3	1	-1	2	2	-2.1	-0.5	-1.3	-13	0.1	-1.3
Cc1cc(NC(=O)c2cccc(S(=O)(=O)N3CC(c4ccccc4)CC3=O)c2)no1 (configuration not stated)	-1.3	4	0	-8	-1	0.7	-1.0	-0.1	-2	-0.4	-0.7
Cc1cc(C)c2nc(SCCc3ccccc3)nc(C)c2c1	0.5	-1	-4	0	-3	-0.3	3.5	0.6	11	1.0	-1.1

Shown as a hit in hcDAF-12 act (from the list above):
Molecule	hcDAF-12 act	GC-A act	SMARCA2 act	sPLA2-III inh	NPR2 activator	DAX1 inh-1	ADAM10 inh	DAX1 inh-2	ssDAF12 agonist
Cc1ccc(NC(=O)c2cc3ccccc3cc2O)cc1	10*	11	-3	-67	-1	4.5*	14	1.3	0.8

Next entries follow:
SMILES	hcDAF-12 act	GC-A act	SMARCA2 act	sPLA2-III inh	NPR2 activator	hgDAF12 agonist	FXN GAA850 act	DAX1 inh-1	ADAM10 inh	DAX1 inh-2	ssDAF12 agonist
O=C(NCC1CCCO1)C1CCCN1C(=O)NC1CCCCC1 (configuration not stated)	-0.3	1	0	1	3	1.0	1.1	0.3	-1	-0.5	-1.1
CCCc1cc(=O)[nH]c(SCC(=O)Nc2sc3c(c2C#N)CCCC3)n1	-2.7	-4	0	-26	-3	0.0	1.4	0.5	-1	-0.3	-1.5
Cc1ccc2nc(-c3ccc(NC(=S)NCCC(C)C)cc3)sc2c1	3.9	2	3	1	1	14*	5.1	1.9	-189	3.2	0.4
CCN(CC)S(=O)(=O)c1ccc(/C=C/C(=O)OCC(=O)N(C)C)cc1	0.7	1	-2	2	6	-1.6	1.6	0.8	-3	-1.1	-1.8
COc1ccc(S(=O)(=O)Nc2cccc(SC)c2)cc1C(=O)N1CCOCC1	-0.3	2	9.6*	-4	6	-1.5	0.8	0.5	8	0.0	-1.0
CC(=O)Nc1ccc(NC2=CC(=O)c3ccccc3C2=O)cc1	0.8	-11	6	8	-19	1.0	4.3	0.9	0	0.1	-0.6
O=C1c2ccccc2C(=O)c2c(Nc3ccc(CCO)cc3)ccc(O)c21	3.4	-12	-1	21*	-4	2.1	1.6	0.2	-2	-0.4	0.5
COc1ccc(-c2nc(N)ncc2-c2ccc(Cl)cc2)c(O)c1	-2.9	-3	-2	-8	-4	-3.3	-0.3	0.0	13	0.0	-0.8
Cc1cccc(NC(=S)NCC(c2cccnc2)N2CCOCC2)c1 (configuration not stated)	-1.3	1	-5	11	-6	-3.2	0.6	0.7	-11	0.0	-1.0
COc1ccc2c(C)c(Cl)c(=O)oc2c1	-1.5	0	-2	3	0	0.9	0.3	-0.4	i	-0.4	-1.4
C[C@@H]1CN([C@@H](C)CO)C(=O)Cc2cc(NC(=O)Nc3cccc4ccccc34)ccc2O[C@@H]1CN(C)S(C)(=O)=O	1.6	-1	0	-16	12	-0.2	-1.4	1.9	-47	0.1	0.0
CC(=O)c1cccc(S(=O)(=O)Nc2ccccc2N2CCOCC2)c1	0.4	-5	-2	-2	-4	-2.4	-2.1	-1.1	-7	0.6	-1.1
CCc1ccc(C2CC(c3cccc(Cl)c3)n3nc(N)nc3N2)cc1 (configuration not stated)	-2.9	-2	-2	17	-2	-3.2	1.3	1.6	-286	-1.1	-1.5
COc1cc(Cl)c(C)cc1NCC(=O)Nc1cccc(S(=O)(=O)N2CCCC2)c1	-2.4	-5	-2	2	2	1.4	0.4	0.0	-1	-1.0	-1.5
c1ccc(-c2nc3ccccc3[nH]2)nc1	5.3	5	3	-1	5	10	2.3	0.6	-26	2.6	1.3*
CCCNC(=O)c1cccc(S(=O)(=O)N2CC3(C)CC2CC(C)(C)C3)c1 (configuration not stated)	-1.3	2	-1	-5	-2	-2.8	0.3	-0.7	4	-1.4	-1.0
CC(C)(C)N=Cc1c(O)ccc2oc3c(c12)CCCC3	-1.0	3	-1	6	2	-2.2	3.9	0.2	-18	-0.2	-1.5
CC(=O)c1c(C)[nH]c(C(=O)OCCCCN2C(=O)c3ccccc3C2=O)c1C	-4.2	4	-4	3	-4	-7.0	-5.6	-4.3	5	-2.9	-2.0

Quoted at random: 6 entries already listed
SMILES	hcDAF-12 act	GC-A act	SMARCA2 act	sPLA2-III inh	NPR2 activator	hgDAF12 agonist	FXN GAA850 act	DAX1 inh-1	ADAM10 inh	DAX1 inh-2	ssDAF12 agonist
c1ccc(-c2nc3ccccc3[nH]2)nc1	5.3	5	3	-1	5	10	2.3	0.6	-26	2.6	1.3*
CC(=O)c1c(C)[nH]c(C(=O)OCCCCN2C(=O)c3ccccc3C2=O)c1C	-4.2	4	-4	3	-4	-7.0	-5.6	-4.3	5	-2.9	-2.0
CCCNC(=O)c1cccc(S(=O)(=O)N2CC3(C)CC2CC(C)(C)C3)c1 (configuration not stated)	-1.3	2	-1	-5	-2	-2.8	0.3	-0.7	4	-1.4	-1.0
COc1cc(Cl)c(C)cc1NCC(=O)Nc1cccc(S(=O)(=O)N2CCCC2)c1	-2.4	-5	-2	2	2	1.4	0.4	0.0	-1	-1.0	-1.5
CCc1ccc(C2CC(c3cccc(Cl)c3)n3nc(N)nc3N2)cc1 (configuration not stated)	-2.9	-2	-2	17	-2	-3.2	1.3	1.6	-286	-1.1	-1.5
CC(C)(C)N=Cc1c(O)ccc2oc3c(c12)CCCC3	-1.0	3	-1	6	2	-2.2	3.9	0.2	-18	-0.2	-1.5
